# KinaseGlo FLuc = blocks Kinase-Glo luciferase, a counter-screen artifact; Kinase-Glo luciferase, ATP luminescence, 8 min; AID 1379; Q27757; 0.28% of 200,000 active; Potency, µM (doses to about 38.3 µM), for the others: at the highest dose activity change, negative = inhibition, actives largely listed as inhibitors; further: potency means the concentration at half of the fitted maximal effect; on the % scale 0 is the no-effect control and ±100 the full control effect; nearly all actives have a fitted effect of over 60% in size
#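 Recombinant Kinase-Glo luciferase, 10 uM ATP (linear range), luciferin; imidazole pH 7.2 / KCl / MgCl2 / Tween / BSA buffer; 8 min RT; luminescence.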
# HttQ103 aggreg = inhibitors of mutant huntingtin aggregate formation in PC12 cells; Potency, µM (doses to about 46.1 µM), for inactives: at the highest dose activity change, negative = inhibition, hits mostly inhibitors; PC12 HttQ103-GFP aggregates, Acumen cytometry, 40 h; AID 1688; 1.1% of 220,000 active; further: potency means the concentration at half of the fitted maximal effect; on the % scale 0 is the no-effect control and ±100 the full control effect; nearly all actives have a fitted effect of over 60% in size
#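 Aggregate formation scored by laser-scanning cytometer (488 excitation, 500–530 emission) in lysed PC12 cells expressing Q103-GFP after 100 nM tebufenozide induction; library tested in dose series, with ATPLite reagent added in the multiplex.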
# IMPase Li cell = cell-permeable IMPase inhibitors with lithium potentiation. 0.35% of 210,000 active. CHO-M1 cells, IP1 TR-FRET (IP-One), carbachol + lithium. AID 1457. Potency, µM (titrated, usually from 59.4 µM), inactives show at the top dose activity, negative = IMPase inhibition, usual class: inhibitors;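 further: IP1 builds up when IMPase is blocked and the TR-FRET signal falls; potency means the concentration at half of the fitted maximal effect; plate controls were basal vehicle for no effect and high inhibitor control for full effect; nearly all actives have a fitted effect of over 50% in size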
#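 CHO cells stably expressing M1 receptor (2000/well, cultured 16–30 h) treated 30 min at 37C with compound plus low lithium. Cytosolic IP1 by TR-FRET (665/620 ratio and 620 channel) after 10 min lysis; AC50 by Hill fit.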
# CBFb RUNX1 block = inhibitors of human CBF-beta and RUNX1 interaction. Q01196+Q13951. AlphaScreen CBFb-His/RUNX1-biotin binding, biochemical. Potency, µM (top dose mostly 59.8 µM), without a hit: at the highest dose activity, negative = inhibition, most hits filed as inhibitors. 230,000 tested, under 10 active. AID 1477; further: % of control where 0% means no effect
# Target sequence (Q01196 whole entry, looked up): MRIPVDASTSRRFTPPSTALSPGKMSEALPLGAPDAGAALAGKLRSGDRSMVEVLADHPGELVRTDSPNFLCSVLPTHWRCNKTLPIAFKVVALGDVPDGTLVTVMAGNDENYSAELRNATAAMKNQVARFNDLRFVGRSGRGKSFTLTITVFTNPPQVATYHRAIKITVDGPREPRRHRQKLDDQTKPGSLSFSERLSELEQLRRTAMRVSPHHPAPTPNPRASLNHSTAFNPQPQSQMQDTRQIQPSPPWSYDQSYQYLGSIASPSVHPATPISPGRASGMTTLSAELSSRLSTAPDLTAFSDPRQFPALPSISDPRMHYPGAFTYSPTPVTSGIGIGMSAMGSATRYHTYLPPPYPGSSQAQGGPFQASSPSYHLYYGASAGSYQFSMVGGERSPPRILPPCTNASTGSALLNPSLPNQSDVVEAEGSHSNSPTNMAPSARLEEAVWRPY
# Target sequence (Q13951 whole entry, looked up): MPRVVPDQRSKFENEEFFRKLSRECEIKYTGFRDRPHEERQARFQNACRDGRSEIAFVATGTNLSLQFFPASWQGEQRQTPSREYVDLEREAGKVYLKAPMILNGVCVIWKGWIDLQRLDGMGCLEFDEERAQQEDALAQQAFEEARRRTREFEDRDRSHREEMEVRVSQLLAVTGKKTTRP
#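 AlphaScreen binding: CBFb-His and RUNX1-biotin (30 nM each) preincubated 20 min, compound added for 15 min, then nickel and streptavidin beads for 90 min, all at room temperature. Disruption of the interaction by any mechanism counts as activity.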
# SMN2 splice enh = SMN2 splice variant enhancement | 2.8% of 210,000 active | Potency, µM (highest dose often 46.1 µM), inactives show top-dose activity change, positive = activation, actives largely listed as activators | HEK293 SMN2-luciferase splicing reporter, luminescence, 30-36 h | AID 1458; further: potency means the concentration at half of the fitted maximal effect; % of control where 0% means no effect; nearly all actives have a fitted effect of over 55% in size
#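 qHTS luciferase splicing reporter: luminescence rises when SMN2 exon 7 is included in transfected HEK293 cells. Compound exposure lasted 30-36 h at 37C, with 4.5 mM final sodium butyrate as control, followed by a ONE-Glo read.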
# Lamin A splicing = changes lamin A minigene splicing in HeLa cells; HeLa LMNA splicing GFP/RFP minigene ratio, 48 h; Potency, µM (doses to about 46.1 µM), inactives show top-dose ratio change, negative = inhibition, most hits filed as inhibitors; 0.01% of 200,000 active; active means well fitted inhibition curve with a large enough effect in the signal ratio, with a control signal flat, not every such curve was filed as active; inconclusive means small, poorly fitted or top-dose-only effect, or effect the other way, or a change in a side signal; the % refers to the signal ratio; further: potency means the concentration at half of the fitted maximal effect; on the % scale 0 is the no-effect control and ±100 the full control effect
#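 S3 HeLa cells stably expressing lamin A-EGFP splicing minigene plus DsRed2, 600 cells/well, 48 h compound exposure at 37C. Laser-scanning cytometry; analysed as GFP (500-530 nm)/RFP (575-640 nm) total intensity ratio; 0.5% DMSO vehicle.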
# HTT cytoprotect = cytoprotection in Huntington HTT-Q103 PC12 cell model | PC12 HTT-Q103 induced, cytoprotection, ATP luminescence, 40 h | Potency, µM (titrated, usually from 56.4 µM), inactives show cytoprotection (ATP increase), actives largely listed as activators | 0.14% of 230,000 active | AID 1471;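 further: potency means the concentration at half of the fitted maximal effect; % of control where 0% means no effect; nearly all actives have a fitted effect of over 45% in size; toxic huntingtin expression switched on by the ecdysone agonist tebufenozide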
#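 Cells were plated at 1500 per well in phenol red-free DMEM with 5% equine and 5% calf serum. Tebufenozide (100 nM final) and compounds were added, then ATPlite reagent, and luminescence was read.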
# Active calls of the source: *; ? = inconclusive; / = not tested or not shown; [ ] = dose if it differs, or a comment. Unless noted, the call rests on the fitted dose curve; in most records, active means well fitted curve in the direction sought with a large enough effect; inconclusive means small, poorly fitted or top-dose-only effect, or another doubt; inactive means no such curve, though single readings can be large; an effect the other way counts as inactive or inconclusive. Compounds as they come; overall some 4% were active at least once.
# Each structure is followed by: KinaseGlo FLuc	HttQ103 aggreg	IMPase Li cell	CBFb RUNX1 block	SMN2 splice enh	Lamin A splicing	HTT cytoprotect
COc1ccc(NC(=O)C(OC)c2ccccc2)cc1Cl (configuration not stated)
  1%	-5%	6%	1%	-5%	?	8%[0.074 µM]
Cc1ccc(S(=O)(=O)/C(C#N)=C/c2ccccc2OCc2ccccc2)cc1
  -2%	19%	-9%	-19%	-8%	?	-7%[10 µM]
COc1cccc(NC(=O)C2CC(=O)N=C(N)S2)c1 (configuration not stated)
  3%	-1%	10%[38.3 µM]	18%	0%	-2%	-13%[0.074 µM]
O=C(Cc1ccsc1)NCC(c1ccco1)N1CCCCC1 (configuration not stated)
  14%	-7%	6%[38.3 µM]	5%	-10%	1%	2%
Cc1ccc(N2CC(C(=O)Nc3nccs3)CC2=O)cc1Cl (configuration not stated)
  -2%	27%	15%[38.3 µM]	0%	?	6%	-15%
CCCn1c(C)nc2c(N(C)CCN(C)C)nc(C)nc21
  -4%	/	-2%	6%	-1%	/	-35%[inhibitor]
Cc1[nH]c(-c2ccco2)nc1C(=O)O
  -12%	-1%	-6%[38.3 µM]	-9%	1%	-2%	-1%
CCCC1=C(C(=O)OCC)C(c2ccc(OC)c(C)c2OC)C(C#N)=C(N)O1 (configuration not stated)
  2%	?	9%	1%	-18%	3%	/
COc1ccc2c(c1OC)C(=O)N1C2SC[C@H]1C(=O)NC1CC(C)(C)NC(C)(C)C1 (some centres not stated)
  3%	-8%	25%[38.3 µM]	12%	5%	7%	1%[10 µM]
COC(=O)C(C)N(C(=O)c1cccc2ccccc12)c1c(C)cccc1C (configuration not stated)
  -4%	-21%	32%[activator][38.3 µM]	-3%	-3%	9%	4%
O=c1[nH]c(CSc2ncnc3sccc23)nc2cc(C(F)(F)F)ccc12
  /	11%[9.22 µM]	/	8%	/	/	14%[10 µM]
O=C(CNC(=S)NC(=O)c1cccc([N+](=O)[O-])c1)c1ccccc1
  1%	8%	-1%	-1%	14%	-6%	4%[10 µM]
O=C(NNc1nc2ccccc2s1)c1ccccc1F
  -2%	?	3%[38.3 µM]	-10%	0%	-6%	27%
Cn1c(=O)c2c(nc(N/N=C/c3cccs3)n2C)n(C)c1=O
  /	6%[9.22 µM]	/	3%	/	/	7%[10 µM]
Cc1cc(C)c2c(n1)nn1c(-n3ccnc3)cc(C)nc21
  9%	7%	-5%[38.3 µM]	-12%	-9%	?	-6%
CNc1ccnc(-c2ccccc2OC)n1
  /	/	2%	/	/	-20%	-23%
C(=N\c1nccs1)/Nc1nccs1
  -10%	-14%	-5%[38.3 µM]	-2%	-12%	-3%	15%[10 µM]
Cn1c(COc2ccc3ccccc3c2)nnc1SCC(N)=O
  0%	-1%[9.22 µM]	4%[38.3 µM]	4%	-7%	1%	-26%[10 µM]
O=C(Nc1nnc(/C=C/c2ccccc2)s1)c1ccco1
  /	-1%[9.22 µM]	/	7%	/	/	-4%[10 µM]
Cc1cccc(NC(=S)NNC(=S)NC2CCCCC2)c1C
  5%	1%[9.22 µM]	11%	-9%	/	10%[46 µM]	18%[10 µM]
CC(=O)Nc1ccc(Sc2ccccc2C(=O)O)c(C(=O)O)c1
  /	-1%[9.22 µM]	/	0%	/	/	4%[10 µM]
COC(=O)c1sc2cc(C(F)(F)F)cnc2c1-c1ccccc1
  2%	-3%	-7%	12%	-26%	-4%	13%[10 µM]
CCOC(=O)N1CCC(Nc2c(-c3ccccc3)c(=O)c2=O)CC1
  1%	-18%	-5%[38.3 µM]	-5%	-2%	-7%	-6%[10 µM]
COc1cccc(NC(=O)CCC(=O)Nc2cccc(OC)c2)c1
  5%	3%	-2%	12%	-14%	?	/
CCCN(c1ccc(C(=O)OC)cc1)S(=O)(=O)c1ccccc1
  /	-9%	17%	13%	/	/	-27%
Clc1cccc(-c2nn3c(Cn4cnc5ccccc54)nnc3s2)c1
  0%	-3%	17%[38.3 µM]	-17%	2%	?	-23%[0.074 µM]
CC(=O)Nc1cc2ccc(OC(C)=O)cc2oc1=O
  -6%	-5%	8.9µM*	2%	3%	-2%	-8%
COC(=O)c1ccc(C)c(NS(=O)(=O)c2ccc(C)c([N+](=O)[O-])c2)c1
  -2%	18%	2%[38.3 µM]	-2%	-5%	8%	-1%
Cc1cc(C)nc(NC(=O)c2ccc(Cl)cc2)n1
  -3%	7%	-8%	4%	-1%	/	-38%
COc1cccc(CN2CCNC(=O)C2CC(=O)NCc2cn3ccccc3n2)c1OC (configuration not stated)
  -1%	-13%[9.22 µM]	6%	-10%	/	21%[46 µM]	7%[10 µM]
Cc1nn2c(-c3ccccn3)ccnc2c1Cl
  0%	-15%	13%	9%	-8%	14%[46 µM]	-1%[10 µM]
CC1(C)CC(N=c2cc(-c3ccccc3)oc3ccc(Cl)cc23)CC(C)(C)N1
  12%	?	-6%	-1%	-19%	/	-46%[inhibitor]
S=C(NCc1ccccc1)N1CCN(c2ccccc2)CC1
  1%	13%	1%	3%	8%	/	/
CCOC(=O)Cn1nc(C)c(NC(=O)COc2ccccc2[N+](=O)[O-])c1C
  1%	16%	0%	4%	-9%	-3%[9.22 µM]	-10%
CS(=O)(=O)N1CCCC(C(=O)NCc2ccco2)C1 (configuration not stated)
  4%	10%	-5%[38.3 µM]	2%	-7%	0%	19%
CCC(=O)N1CCc2cc(Br)cc(S(=O)(=O)NCC3CCCN3CC)c21 (configuration not stated)
  -2%	9%	33%[38.3 µM]	4%	10%	-3%	17%
NC(=S)Nc1cccc2cnccc12
  2%	4%	3%	6%	3%	-5%	-5%[10 µM]
Cc1cccc(-c2oc(C)c(C)[n+]2[O-])c1
  2%	0%[9.22 µM]	-5%[38.3 µM]	0%	-11%	-9%	7%
O=C(CSc1nnc2sc3ccccc3n12)NCc1ccco1
  -7%	17%	-7%[38.3 µM]	-2%	3%	10%	-25%
CCOC(=O)COc1cc2oc(=O)cc(C)c2cc1[N+](=O)[O-]
  1%	1%	4%	16%	/	/	-15%
COc1cc2oc(=O)cc(-c3ccc(-c4ccc(NC(C)=O)cc4)cc3)c2c(OC)c1OC
  -2%[39.9 µM]	/	14%	-18%	/	/	-79%[inhibitor]
COc1ccc(N/C=C/C(=O)C(C)(C)C)cc1
  4%	-3%	6%	-1%	/	/	-20%
Cc1nc(NCCOc2ccccc2)sc1C(=O)Nc1ccccc1
  /	-15%[9.22 µM]	/	-3%	/	/	1%[10 µM]
CCc1ccc(CCC(=O)Nc2nccs2)o1
  -1%	2%	13%[38.3 µM]	-16%	57%	5%	-8%
O=c1[nH][nH]c2cc(=O)n(-c3cccc(C(F)(F)F)c3)nc12
  -9%	-3%	4%	-12%	?	/	-87%[inhibitor]
CCc1ccc(-c2csc3ncn(CC(=O)N4CCOCC4)c(=O)c23)cc1
  1%	13%[9.22 µM]	20%[38.3 µM]	3%	-11%	14%	-1%
CCCCC(O)CN1CCC(c2ccccc2)CC1 (configuration not stated)
  1%	9%	26%[38.3 µM]	0%	4%	6%	-2%
Cc1cc2ccccc2n1CCNC(=O)C(C)C
  2%	?	9%[38.3 µM]	6%	-5%	-16%	-9%
CCCOC(=O)Nc1nc2ccccc2o1
  -10%	-8%	-3%[38.3 µM]	1%	?	-4%	-7%
Cc1cn2c(nc1=O)OC1CC2OC1CO (configuration not stated)
  /	-18%[9.22 µM]	/	7%	/	/	-6%[10 µM]

# More compounds follow.
# Each structure is followed by: KinaseGlo FLuc	HttQ103 aggreg	IMPase Li cell	CBFb RUNX1 block	SMN2 splice enh	Lamin A splicing	HTT cytoprotect
CCCSc1cc(N2CCCC2)nc(-c2ccccc2)n1
  1%	-10%	0%[38.3 µM]	5%	3%	-7%	7%
NC(=O)CSc1nc2c(c(=O)n1-c1ccccc1)C1(CCCCC1)Cc1ccccc1-2
  -1%	15%	-11%	-7%	-60%[inhibitor]	?	20%[1.9 µM]
Cc1ccccc1-c1ccc2ncnc(-n3ccnc3)c2c1
  /	/	10%	/	/	?	1µM*
CC(=O)N(/N=C1\Sc2ccccc2C1=O)c1cccc(C)c1
  ?	24%	53%[activator][38.3 µM]	-6%	5.6µM*	31%	-13%
Cc1ccc2occ(/C=N/O)c(=O)c2c1
  6%	1%	-3%[38.3 µM]	1%	-18%	13%	-5%
COc1ccccc1-c1ccc2ncnc(NC3CC3)c2c1
  /	/	7%	/	/	?	-79%[inhibitor]
O=C(NCCc1c[nH]c2ccccc12)c1cnccn1
  -4%	-17%	-1%	-5%	?	/	-19%
O=C(Cn1nnc(-c2cccs2)n1)NCc1ccccc1
  1%	8%	1%	7%	0%	-5%[46 µM]	7%
Cc1nc2ccccc2c(=O)n1NC(=O)C1CCCCC1
  1%	-13%	4%[38.3 µM]	2%	29%	-5%	-8%
CC(=O)Nc1nc2ccccc2n1CCN(C)C
  1%	6%[9.22 µM]	-5%[38.3 µM]	5%	1%	1%	-3%
Nc1nc2c(s1)CCCCCCCCCC2
  /	10%[9.22 µM]	/	-14%	/	/	19%[10 µM]
COc1ccc(/C(O)=C2/C(=O)C(=O)N(CCN3CCOCC3)C2c2ccc(C)cc2)cc1 (configuration not stated)
  0%	7%	?	5%	-2%	6%	11%
O=C(Nc1ccccc1)C1C2/C=C\CCCCC21 (configuration not stated)
  3%	-2%	4%	13%	19%	-25%[46 µM]	-52%[inhibitor]
O=C(O)C1C2C=CC(C2)C1C(=O)NC(c1ccccc1)c1ccccc1 (configuration not stated)
  -3%	11%	4%[38.3 µM]	5%	25%	-3%	-13%
CCn1nc(C(=O)Nc2ccc(S(=O)(=O)Nc3nccs3)cc2)c2ccccc2c1=O
  1%	-1%	6%[38.3 µM]	0%	14µM*	?	-11%[10 µM]
COc1ccc(Cl)cc1S(=O)(=O)N1CCN(C(=O)c2cc(OC)c(OC)c(OC)c2)CC1
  0%	6%	-9%[38.3 µM]	-19%	-24%	-6%	-17%

# Records above that bear a hit mark in IMPase Li cell:
structure | HttQ103 aggreg | IMPase Li cell | CBFb RUNX1 block | SMN2 splice enh | Lamin A splicing
CC(=O)Nc1cc2ccc(OC(C)=O)cc2oc1=O | -5% | 8.9µM* | 2% | 3% | -2%
